L3MBTL1 inh: blocks human L3MBTL1; 230,000 tested, 0.66% active; Q9Y468; AID 485360; AlphaScreen L3MBTL1–H3K9me1 peptide binding; Potency, µM (doses to about 57.1 µM), for inactives: at the highest dose activity, negative = inhibition, usual class: inhibitors; further: nearly all actives have a fitted effect of over 60% in size
Target sequence (Q9Y468 whole entry, looked up): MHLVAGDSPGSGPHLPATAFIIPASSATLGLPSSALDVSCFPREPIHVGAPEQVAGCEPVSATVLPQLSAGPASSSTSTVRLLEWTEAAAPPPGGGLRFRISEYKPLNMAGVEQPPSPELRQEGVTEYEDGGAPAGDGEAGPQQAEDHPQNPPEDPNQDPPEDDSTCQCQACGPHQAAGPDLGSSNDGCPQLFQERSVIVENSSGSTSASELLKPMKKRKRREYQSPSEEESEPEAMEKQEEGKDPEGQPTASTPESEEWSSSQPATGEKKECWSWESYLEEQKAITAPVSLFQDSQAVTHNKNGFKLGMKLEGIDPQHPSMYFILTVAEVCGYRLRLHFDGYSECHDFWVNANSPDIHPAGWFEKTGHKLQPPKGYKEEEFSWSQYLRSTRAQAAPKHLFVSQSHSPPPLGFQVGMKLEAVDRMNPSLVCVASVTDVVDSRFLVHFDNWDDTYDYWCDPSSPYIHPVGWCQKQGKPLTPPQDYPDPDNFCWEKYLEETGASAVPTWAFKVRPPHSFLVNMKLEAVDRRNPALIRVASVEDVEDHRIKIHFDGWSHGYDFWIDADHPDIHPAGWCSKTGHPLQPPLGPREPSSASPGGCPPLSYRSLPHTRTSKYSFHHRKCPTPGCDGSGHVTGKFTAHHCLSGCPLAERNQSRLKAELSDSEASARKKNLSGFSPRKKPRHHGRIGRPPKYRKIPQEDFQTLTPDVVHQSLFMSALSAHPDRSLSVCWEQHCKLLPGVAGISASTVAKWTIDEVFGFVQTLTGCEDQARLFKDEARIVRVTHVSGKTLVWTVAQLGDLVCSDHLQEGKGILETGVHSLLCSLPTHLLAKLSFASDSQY
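First, the protein-peptide complex forms for 30 min at room temperature (L3MBTL1 50 nM, biotinylated H3K9me1 peptide 75 nM). Next, compounds are pin-transferred and incubated 30 min. Finally, AlphaScreen beads are added and read after 30 min.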
GLA spleen mod: alpha-galactosidase A (human) modulation. human spleen homogenate, 4MU-alpha-Gal fluorescence, 40 min. Potency, µM (top dose mostly 80 µM), for the others: at the highest dose activity change, negative = inhibition, hits mostly inhibitors. 240,000 tested, 0.008% active. AID 2107;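 further: 0% = enzyme with vehicle and -100% = no enzyme basal signal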
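Human spleen homogenate (1 ug) as enzyme source, 4-methylumbelliferyl-alpha-D-galactopyranoside 1 mM final, citrate/phosphate pH 5.0 with 0.01% Tween-20. Compounds 40 min at 37C, NaOH/glycine stop; fluorescence Ex 365/Em 440, Hill-fit AC50.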
TexasRed fluor: alters Texas Red total fluorescence, flagging assay interference; TRb/SRC2 Texas Red total fluorescence interference; Potency, µM (top dose mostly 106 µM), inactives show at the highest dose fluorescence change, negative = quenching; 280,000 tested, 0.29% active; AID 1479; active means well fitted curve in either direction with a large enough effect; inconclusive means small, poorly fitted or top-dose-only effect
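Flags fluorescent or light-absorbing compounds by total fluorescence, S + 2P, at 555 nm excitation and 632 nm emission. Mixture: 20 nM Texas Red SRC2 peptide, 0.6 uM human TRb LBD, 1 uM T3, 5% DMSO; compound exposure 5 h at ambient temperature.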
Tau fluor cs: counter-screen for tau fibril formation inhibitors. Potency, µM (highest dose often 57.7 µM), inactives show top-dose activity change, negative = decrease. tau K18 P301L Alexa594 fluorescence, heparin fibrillization. 280,000 tested, 0.93% active; further: nearly all actives have a fitted effect of over 55% in size
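Human K18 P301L tau (15 uM unlabeled plus 0.24 uM Alexa 594-labeled, final) in 100 mM sodium acetate pH 7 was mixed with compound and 20 uM heparin and incubated 6 hr at 37 C.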
TRb SRC2 PPI: disrupts binding of human TR beta to SRC2. P10828. TRbeta-SRC2 peptide binding, fluorescence polarization; receptor liganded with 1 µM T3. Potency, µM (top dose mostly 106 µM), for the others: top-dose activity change, negative = inhibition, usual class: inhibitors. 280,000 tested, 0.065% active. AID 1469;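 further: plate controls were bound peptide for no effect and peptide without receptor for full effect; nearly all actives have a fitted effect of over 50% in size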
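Compounds were added to 0.6 uM TRb ligand-binding domain and 20 nM Texas Red-labeled SRC2 peptide in Tris buffer containing 1 uM T3, incubated 5 hr at ambient temperature, then read by fluorescence polarization.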
Tau ThT inhib: inhibitors of human tau fibril formation, thioflavin T binding. recombinant tau K18 P301L, heparin-induced fibrillization, ThT fluorescence. Potency, µM (highest dose often 57.4 µM), inactives show at the top dose activity, negative = inhibition, actives largely listed as inhibitors. 270,000 tested, 2.1% active. P10636; further: nearly all actives have a fitted effect of over 55% in size
Target sequence (P10636 561-689 P618L limits assumed): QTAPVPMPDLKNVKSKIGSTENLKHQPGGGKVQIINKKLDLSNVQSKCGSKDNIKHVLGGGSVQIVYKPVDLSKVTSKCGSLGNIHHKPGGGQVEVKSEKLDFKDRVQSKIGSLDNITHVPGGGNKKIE
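Fibril formation assay: tau K18 P301L at 15 uM with trace Alexa 594 label, heparin inducer 20 uM, pH 7 sodium acetate buffer, 37 C for 6 hr; endpoint ThT signal.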
ALDH1A1 block: inhibitors of human aldehyde dehydrogenase 1A1. P00352. Purified ALDH1A1, NADH fluorescence, propionaldehyde substrate. Potency, µM (series often up to 75.3 µM), inactives show at the highest dose activity, negative = inhibition, hits mostly inhibitors. 220,000 tested, 7.3% active; active means well fitted inhibition curve with a large enough effect, not every such curve was filed as active; inconclusive means small, poorly fitted or top-dose-only effect, or another doubt; inactive means no such curve, though single readings can be large or run the other way;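 further: plate controls were no enzyme wells and a reference inhibitor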
Tau fibril FP: inhibitors of human tau fibril formation | P10636 | K18 P301L tau heparin fibrillization, Alexa594 FP, 6 h | Potency, µM (doses to about 57.7 µM), for inactives: top-dose activity, negative = inhibition, hits mostly inhibitors | 280,000 tested, 0.39% active; further: nearly all actives have a fitted effect of over 55% in size
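Compound effects on tau fibrillization are measured by Alexa 594 fluorescence polarization (ex 555, em 632 nm). K18 P301L tau is used at 15 uM with 0.24 uM labeled tracer, and 20 uM heparin induces aggregation over 6 hr at 37 C.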
Active calls of the source: *; ? = inconclusive; / = no result given; [ ] = remark or other dose. Unless noted, the call rests on the fitted dose curve; in most records, active means well fitted curve in the direction sought with a large enough effect; inconclusive means small, poorly fitted or top-dose-only effect, or another doubt; inactive means no such curve, though single readings can be large; an effect the other way counts as inactive or inconclusive. Unless noted, on the % scale 0 is the no-effect control and ±100 the full control effect; potency means the concentration at half of the fitted maximal effect.

SMILES	L3MBTL1 inh	GLA spleen mod	TexasRed fluor	Tau fluor cs	TRb SRC2 PPI	Tau ThT inhib	ALDH1A1 block	Tau fibril FP
CCC(C)C(NC(=O)c1ccccc1NC(=O)c1ccccc1)C(=O)O (stereo not given)	/	4%	-2%	-12%	-6%	/	/	-6%
Cc1nnsc1C(=O)NNc1ccc(C(C)C)cc1	-2%	4%	2%	-12%	-7%	-13%	?	-13%
Cc1ccc(N(CC(=O)Nc2ccccc2C(=O)NCc2ccco2)S(=O)(=O)c2ccccc2)cc1C	/	8%	1%	?	10%	-8%	?	?
COC(=O)c1c(C)[nH]c(C(=O)CSc2ccc(Cl)cc2)c1C	/	5%	-6%	-13%	-4%	-13%	5%	3%
CCOC(=O)N/N=C1/C[C@@H](O)[C@@H](O)[C@@H]2[C@@H]3C(=O)N([C@@H](C)c4ccccc4)C(=O)[C@H]3CC[C@@H]12	/	6%[17.5 µM]	-20%[11.2 µM]	-2%[11.6 µM]	3%[11.2 µM]	-3%[11.5 µM]	12%[13.5 µM]	-1%[11.6 µM]
CCCCOc1ccc(-c2[nH]ncc2C=O)cc1	/	-5%	-1%	-2%	-2%	2%	-10%	-4%
CC1CCN(C(=O)CSc2nc3c([nH]c4ccccc43)c(=O)n2-c2ccccc2)CC1	/	/	-1%	7%	-1%	8%	/	4%
Cc1ccc(C(C)C)c(OCc2ccc(C(=O)N/N=C/c3cccc(O)c3O)cc2)c1	-18%	4%	-4%	?	-2%	?	3%	-7%
O=C(O)CCSCC(=O)c1ccc2c(c1)OCCO2	3%	-2%	-1%	-11%	-5%	?	15µM*	-9%
Cc1ccc(C2/C(=C(/O)c3ccc(Cl)cc3)C(=O)C(=O)N2CC2CCCO2)o1 (stereo not given)	2%	-8%	1%	2%	-10%	-7%	-14%	2%
Cc1nc2c(c(C)nn2-c2ccccc2)c(C)c1CCC(=O)NCc1ccccc1	/	/	-2%	-10%	-1%	1%	/	-12%
c1ccc(CN2CCC(Nc3nc(-c4ccccc4)nc4ccccc34)CC2)cc1	/	-1%	-3%	?	4%	-11%	0%	?
CN(C)c1cc[n+](CC(=O)Nc2cc(C(F)(F)F)ccc2Cl)cc1	0%	-6%	-2%	8%	-1%	4%	7%	-3%
COc1ccc(N=Cc2cc(Cc3ccccc3Cl)cc([N+](=O)[O-])c2O)cc1OC	/	-3%	-7%	-29%	-6%	10µM*	7.1µM*	?
CC(C)C[C@@H](CC(=O)N[C@@H](CCC(=O)O)CC(=O)O)NC(=O)[C@@H]1CNCC[C@H]1NC(=O)C[C@@H](NC(=O)C[C@H](Cc1c[nH]c2ccccc12)NC(=O)[C@@H]1CCCC[C@H]1N)C(C)C	/	-3%	0%	-3%	-5%	-16%	-8%	-3%
COc1cc2c(cc1OC)C(C(C)C)=NC(C)(C)C2	4%	?	3%	-2%	-12%	-7%	?	-2%
Cn1c(SCc2c(F)cccc2Cl)nnc1-c1cccs1	2%	5%	-1%	-7%	-13%	-3%	-4%	-4%
Cc1ccc(OCC(=O)Nc2ccc(-c3nc4ncccc4o3)cc2)c(C)c1	-9%	-5%	2%	-13%	-7%	?	?	-8%
NC(=O)c1ccc(NCCCN2CCOCC2)c([N+](=O)[O-])c1	3%	-6%	-6%	2%	7%	-10%	5%	-1%
O=C(NCCc1c[nH]c2ccccc12)C(=O)NCC1OCCCN1S(=O)(=O)c1cc(F)ccc1F (stereo not given)	0%	-1%	-2%	?	6%	-16%	14%	?
COc1cccc(C(=O)Nc2cccc(OCc3cc(=O)n4cccc(C)c4n3)c2)c1	/	/	0%	-9%	0%	6%	/	-4%
CCOc1cc(S(=O)(=O)N2CCCCC2)ccc1Cl	3%	4%	-7%	-10%	-3%	-5%	22µM*	-2%
Nc1nc(N)c2cc(Sc3ccc4ccccc4c3)ccc2n1	-17%	-6%	-5%	?	8%	-18%	-18%	?
Cc1cc(C)nc(N2N=C(C(F)(F)F)CC2=O)n1	19%	-3%	-3%	3%	-3%	-1%	/	15%
COc1ccc2c(c1)c(N=O)c(O)n2C	/	-7%	-3%	0%	-5%	?	12%	0%
COC(=O)c1ccccc1NC(=O)NCc1ccc2c(c1)CCN2C(=O)c1ccccc1	/	/	-6%	-19%	3%	-15%	/	2%
Cc1cccc(C(O)(C(=O)NNc2ccc3ccccc3n2)c2cccc(C)c2)c1	8%	-11%	4%	-13%	-5%	-4%	?	-6%
Cc1noc(NS(=O)(=O)c2ccc(NC(=O)CSc3nc4c(cc3C#N)CCCC4)cc2)c1C	0%	0%	0%	-7%	1%	?	28µM*	-1%
CCc1ccc(NC(=O)COC(=O)CCc2nc3cc(S(=O)(=O)N(CC)CC)ccc3n2C)cc1	-15%	2%	5%	-15%	7%	-9%	-4%	6%
CC(C)c1nnc(NC(=O)c2cccc(-n3cnnn3)c2)s1	4%	-1%	1%	2%	-1%	-2%	-13%	0%
Cc1oc(-c2ccccc2Cl)nc1CN1CCCN(C(=O)c2ccco2)CC1	-14%	-2%	-2%[53 µM]	-1%	2%[53 µM]	0%	-6%	-4%
Oc1c(Br)cc(/C=N/NC(=S)NCc2ccco2)cc1Br	?	4%	-5%	?	6%	?	/	8%
CCc1nc2cc3sc(CC)nc3cc2s1	/	7%	2%	-7%	4%	-18%	-2%	3%
Cc1ccc(C(=S)NCS(=O)(=O)c2ccc(C)cc2)cc1	1%	10%	1%	-7%	-6%	?	?	0%
Cc1c(NC(=O)COC(=O)/C=C/c2ccc(Cl)cc2)c(=O)n(-c2ccccc2)n1C	/	3%	-2%	-4%	1%	-4%	9%	-3%
CCCC(=O)Nc1ccc(C(=O)NCCCn2ccnc2)cc1	2%	2%	-1%	-3%	-7%	-11%	7%	-2%
CCOC(=O)N1CCC(NC(=O)c2ccc3c(c2)N(Cc2cc(C)ccc2C)C(=O)c2ccccc2S3(=O)=O)CC1	/	/	2%	-11%	1%	1%	/	-3%
CCN1CCN(C(=O)/C=C/c2ccc(C)o2)CC1	-4%	2%	1%	-7%	-6%	-5%	-10%	-10%
Cc1cc2c(N)cccc2nn1	/	-1%	-1%	?	3%	3.2µM*	4µM*	?
C=CCNc1ccc(N2C(=O)C3CCC(C)CC3C2=O)cc1[N+](=O)[O-] (stereo not given)	?	0%	-3%	-6%	5%	-17%	?	-3%
CCOC(=O)c1sc(NC(=O)CSc2nccc(C)n2)nc1C	-9%	-10%	0%	-3%	7%	2%	12%	0%
CN1CCN(CP(=O)(N2CCOCC2)N2CCOCC2)CC1	-4%	11%	-5%	7%	-3%	1%	10%	-1%
CCCC(=O)N1c2nc(-c3ccco3)nn2C2(CCCCC2)[C@@H]2CCCC[C@@H]21	/	/	-27%	-4%	-4%	-9%	/	-1%
C=CCNC(=O)c1ccc2c3n(nc2c1)-c1ccccc1CO3	/	-6%	-7%	1%	-3%	-11%	/	0%
Cc1cccc(-c2onc3ccc(C4(C)OCCO4)cc23)c1	/	0%	-2%	-22%	3%	?	-5%	5%
CCn1c(SCC(=O)Nc2ccccc2)nnc1C1CCCCC1	6%	0%	-4%	-6%	-3%	-5%	-6%	1%
CCCc1[nH]n(-c2ccc([N+](=O)[O-])cc2)c(=O)c1C=NCCc1c[nH]c2ccccc12	1%	1%	-20%	?	18%	5%	3%	-10%
CCOC(=O)/C=c1\s/c(=C(\C#N)C(=O)OCC)n(-c2ccccc2)c1=O	2%	-10%	?	-9%	?	-15%	0%	3%
Cc1cc(S(=O)(=O)N2CCCOC2CNC(=O)C(=O)NCc2ccco2)ccc1F (stereo not given)	-75%	-1%	0%	2%	-10%	-2%	10µM*	3%
O=C(NC1(C(F)(F)F)Oc2ccccc2O1)N1CCCC1	6%	4%	-5%	-8%	-3%	-14%	-1%	-11%
CC1CCc2sc(C(=O)OC(C)C(=O)Nc3ncc(Cl)cc3Cl)cc2C1 (stereo not given)	41%[activator]	0%	-7%	12%	-6%	3%	6%	6%
CC(C)=CCC/C(C)=C/CO/N=C1/C[C@@H](O)[C@@H](O)[C@@H]2[C@@H]3C(=O)N([C@@H](C)c4ccccc4)C(=O)[C@H]3CC[C@H]12	/	-3%[17.5 µM]	0%[11.2 µM]	-9%[11.6 µM]	1%[11.2 µM]	-2%[11.5 µM]	2%[13.5 µM]	0%[11.6 µM]
Cc1cc(Nc2cccc(Cl)c2C)n2ncnc2n1	-2%	0%	-1%	-7%	-3%	-6%	10%	2%
C(=N\n1cnnc1)/c1cn(-c2cccs2)nc1-c1ccccc1	-5%	-5%	1%	?	10%	-13%	?	?
CCN(CC)C(=S)SCC(=O)c1ccc(Br)cc1	154%[activator]	0%	-3%	-19%	-8%	-14%	8.9µM*	0%
Cc1c(O)ccc(/C(Cc2ccc3ccccc3n2)=N\O)c1O	-5%	-1%	0%	-23%	12%	-12%	?	3%
COc1ccccc1C1CC(c2ccccc2)Nc2ncnn21 (stereo not given)	-2%	7%	3%	-4%	-18%	-4%	-8%	-4%
CCOc1cc(CNCCc2ccc(S(N)(=O)=O)cc2)ccc1OCc1ccccc1	-5%	-12%	-2%	-12%	5%	-9%	-7%	-4%
CCOc1ccc(NC(=O)Cn2c(=O)n(-c3cccc(Cl)c3)c(=O)c3c2c2cc(C)ccc2n3C)cc1	/	/	0%	-10%	-7%	-1%	/	2%
Cc1nc2cc(NC(=O)Nc3ccc(N4CCOCC4)cc3)ccc2n1C	30%[11.4 µM]	0%	11%	-18%	-4%	?	-6%	8%

A second format for part of the listing above.
Order of values – L3MBTL1 inh, GLA spleen mod, TexasRed fluor, Tau fluor cs, TRb SRC2 PPI, Tau ThT inhib, ALDH1A1 block, Tau fibril FP
COc1cccc(C(=O)Nc2cccc(OCc3cc(=O)n4cccc(C)c4n3)c2)c1
    /, /, 0%, -9%, 0%, 6%, /, -4%
Cc1cc(Nc2cccc(Cl)c2C)n2ncnc2n1
    -2%, 0%, -1%, -7%, -3%, -6%, 10%, 2%

Three compounds from above, showing only ALDH1A1 block.
| SMILES | ALDH1A1 block |
| --- | --- |
| Cc1c(O)ccc(/C(Cc2ccc3ccccc3n2)=N\O)c1O | ? |
| COc1ccccc1C1CC(c2ccccc2)Nc2ncnn21 (stereo not given) | -8% |
| CCOc1cc(CNCCc2ccc(S(N)(=O)=O)cc2)ccc1OCc1ccccc1 | -7% |

Source: PubChem BioAssay
